12-LOX inh: inhibitors of human 12S-lipoxygenase ALOX12. P18054. purified 12hLO, xylenol orange hydroperoxide absorbance. Potency, µM (titrated, usually from 108 µM), without a hit: at the top dose activity change, negative = inhibition, actives largely listed as inhibitors. 580,000 compounds, 1.1% hits. AID 1671190; active = well fitted inhibition curve with a large enough effect; inconclusive = small, poorly fitted or top-dose-only effect, or another doubt; inactive = no such curve, though single readings can be large or run the other way
Target sequence (P18054 whole entry, looked up): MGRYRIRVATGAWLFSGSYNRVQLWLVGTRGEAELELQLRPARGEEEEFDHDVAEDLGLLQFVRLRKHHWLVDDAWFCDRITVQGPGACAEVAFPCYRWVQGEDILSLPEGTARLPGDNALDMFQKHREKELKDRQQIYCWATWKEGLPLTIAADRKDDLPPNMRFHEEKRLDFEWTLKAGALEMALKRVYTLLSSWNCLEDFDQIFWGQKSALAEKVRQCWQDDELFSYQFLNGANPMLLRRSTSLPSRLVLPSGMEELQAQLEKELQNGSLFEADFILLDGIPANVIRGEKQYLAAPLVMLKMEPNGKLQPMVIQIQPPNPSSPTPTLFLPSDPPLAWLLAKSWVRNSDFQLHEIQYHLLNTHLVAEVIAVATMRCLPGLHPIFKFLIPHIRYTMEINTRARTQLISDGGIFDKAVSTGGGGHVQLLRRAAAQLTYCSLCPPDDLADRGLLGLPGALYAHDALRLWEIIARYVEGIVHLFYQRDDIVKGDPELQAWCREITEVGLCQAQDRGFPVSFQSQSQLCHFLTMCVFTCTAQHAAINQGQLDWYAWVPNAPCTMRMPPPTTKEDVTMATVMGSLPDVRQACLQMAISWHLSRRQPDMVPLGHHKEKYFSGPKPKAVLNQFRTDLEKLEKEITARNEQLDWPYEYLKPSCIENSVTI
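Purified human 12hLO at 150 nM in 25 mM Hepes, 0.01% Triton X-100, pH 7.0, preincubated 15 min at room temperature with compound. Reaction started with 40 uM arachidonic acid, 30 min at room temperature. Hydroperoxide measured by Fe-xylenol orange, 573/405 nm absorbance ratio.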
* = called active by the depositor; ? = inconclusive; & = joins results of further samples; [ ] = remark or other dose. % is set by controls: 0 for no effect and ±100 for the full control effect; potency is the fitted concentration of half-maximal effect. These rows are one share of the data (hit frequency here may not be typical).

SMILES | 12-LOX inh
COc1cccc(CC(=O)N2[C@@H]3CC[C@H]2CC(NC(=O)c2ccc(F)cc2)C3)c1 (some centres undefined) | 45%[activator]
O=C([C@@H]1C[C@H](Oc2cccnc2)CN1)N1CCCC1 | 6%
COc1cccc(Nc2ncc3c(n2)C(C)(C(=O)NC2CCN(C)CC2)CC3)c1 (centres undefined) | -5%[176 µM]
COc1ccccc1CC(=O)N1CCC2(CC1)NC(=O)N(c1ccccc1)N2 | ?
O=C(O)C[C@@H]1CCN(C(=O)NCc2ccccc2)C[C@@H]1CC1=NCCc2ccccc21 | ?
CN1CC2(CCN(C(=O)c3cc(-n4cccn4)ccc3Cl)CC2)OC1=O | -15%
COC(=O)C1=C(C)NC(=O)NC1c1ccc(N(C)C)cc1 (centres undefined) | 83%[activator]
O=C1CC(c2ccccc2)N(C(=O)Nc2ccccc2)CCCCCCN1 (centres undefined) | 5%
CCCN(C)c1nccnc1OC1CCN(C(=O)C2CCOCC2)C1 (centres undefined) | 47%[activator]
CCc1cccc2c(C(CC(=O)NCc3ccco3)c3ccc(OC)c(OC)c3)c[nH]c12 (centres undefined) | 1%
CCCc1ccc(S(=O)(=O)N2CCc3nc4cc[nH]n4c(=O)c3C2)cc1 | 27%
CCc1nc(-c2c3n(c(=O)n(CC(=O)Nc4ccccc4CC)c2=O)CCCCC3)no1 | -1%
CC(=O)N1C[C@@H](C(=O)NCc2cccs2)[C@H](c2nc(C)no2)C1 | 77%[activator]
COc1ccc(C(=O)NCc2nnc3ccc(-c4ccc(F)cc4)nn23)c(OC)c1 | 14%
CO[C@H]1[C@H](NC(=O)c2cccs2)c2ccccc2C12CCN(Cc1cccn1-c1cccnc1)CC2 | 1%
COc1cccc(-c2cc(C(=O)NCCc3cnc[nH]3)c3c(c2)N(C)CCO3)c1OC | 52%[activator][176 µM]
CN(CC1CCOCC1)C(=O)c1cccc(Cl)c1 | 47%[activator]
COc1ccc(OC2CN(C(=O)c3ccccc3OC)C2)cc1 | 4%[6.33 µM]
COc1ccc(-c2[nH]ncc2CN2CCCCCNC(=O)CC2c2ccccc2)cc1 (centres undefined) | 4%
COCCn1ccc2c(C3=CCOCC3)nc(-c3cccc4cn[nH]c34)cc21 | 10%[176 µM]
O=C(Nc1ccccc1)N1CCN2C(=O)N(Cc3ccc(F)cc3)C[C@H]2C1 | 17%[176 µM]
COCC(=O)N1CC[C@H](c2nnc(C(C)(C)C)o2)C1 | 17%[176 µM]
O=C1NCCCC12CCN(Cc1cccc(C(F)(F)F)c1F)C2 (centres undefined) | ?
CC(=O)N1CCC(NC[C@H]2COCc3nc4cc(C)ccc4n32)CC1 | 34%[activator][176 µM]
COc1ccc(C(=O)N[C@@H]2CCC[C@@H]2C(=O)NCc2cccc(F)c2)cn1 | 3%
Cc1noc2ccc(-c3ccccc3Oc3ccccc3)nc12 | 18%[176 µM]
Cc1ccc(CN2CCCC(c3nc(C(C)C)no3)CCNC(=O)CC2)s1 (centres undefined) | 45%[activator]
O=C(C1CCCCC1)N1CC[C@H](c2nnc(-c3ccncc3)o2)C1 | 25%[176 µM]
CC1(C(=O)N2CCN(c3ccccn3)CC2)CCOCC1 | 2%[12.5 µM]
O=C(c1ccccc1)N1CCC(N2CCCNC2=O)CC1 | 44%&41%[activator][176 µM]
COc1ccccc1CN1C(=O)O[C@@H]2CN(C(=O)NC3CCCCC3)C[C@@H]21 | 52%[activator]
O=C(O)c1cc(C[C@H]2CNCC[C@H]2CC(=O)N2CCCCC2)no1 | 51%[activator][176 µM]
Cc1cc(C)n(CCNC(=O)c2cn(CCN3CCNCC3)nn2)c(=O)n1 | 16%
CC(C)CC(=O)NCC(=O)N1CCCCCCNC(=O)CC1c1ccccc1 (centres undefined) | 41%[activator]
CCCN(CC1CC1)C(=O)C1CCN(C(=O)N2CC3CC(C2)[C@H]2CCCC(=O)N2C3)CC1 (some centres undefined) | 18%
Cc1c(C(C)NC(=O)CN2CCOC2=O)cnn1-c1ccc(F)cc1F (centres undefined) | 42%[activator]
COc1ccc(CN2CCNc3cc(-c4ccnc(C)c4)ncc3C2)cc1 | 33%[activator][176 µM]
CN(Cc1cc2n(n1)CCNC2)Cc1nc2ccsc2c(=O)[nH]1 | 78%[activator]
CCC[C@@H](/C=C/C(=O)OC(C)(C)C)NC(=O)C(F)(F)F | ?
O=S1(=O)C=C(Sc2ccc(Cl)cc2)c2ccccc2C1Cc1ccc(F)cc1 (centres undefined) | ?
COc1ccccc1C(=O)N1CCC(Oc2ccc(C(=O)N3CCOCC3)cn2)CC1 | 19%
O=C(c1cccs1)N1CCN(C(=O)c2nnn3c2COC(c2ccc(Cl)cc2)C3)CC1 (centres undefined) | 6%
CN1CCN(c2ccc3ncc(Nc4ccc(F)cc4)n3n2)CC1 | 5%[176 µM]
COCCNC(=O)c1nc(-c2ccccc2)c2ccccn12 | 65%[activator][176 µM]
Cc1ncc2n1C(=O)N(C1CCN(Cc3ccc(OC(F)(F)F)cc3)CC1)C2 | 48%[activator]
O=C(NC1CCC1)O[C@H]1CC[C@@]23CCCN2C(=O)CCC[C@H]3[C@H]1Cc1ccccc1 | -4%
COC(=O)[C@]1(C)N[C@H](c2cccnc2N2CCOCC2)[C@@H]2C(=O)N(C)C(=O)[C@@H]21 | 25%
COC(=O)[C@@H]1[C@@H](CO)[C@@H]2Cn3c(cccc3=O)[C@@H]2N1C(=O)c1ccccc1 | ?
COc1ccc(C(=O)N[C@@H]2C=C[C@@H](c3c(C)nn(-c4ccc(C)c(Cl)c4)c3C)C2)cc1 | 0%
O=C(Nc1nc2c(s1)CCCC2)C1CC(=O)N(c2n[nH]c3cccc(F)c23)C1 (centres undefined) | ?
Cc1nc2c(c(-c3ccc(O)cc3)n1)CN(Cc1ccc(F)cc1)CCC2 | 12%
Cc1nc(-c2ccncc2)ncc1C(C)Nc1ncnc(C)c1C (centres undefined) | 114%[activator]
Cc1nc(N2CCN(C(=O)Cc3ccccc3Cl)CC2)cc(C(F)(F)F)n1 | 29%
O=C(NCC(F)(F)F)c1cc(C2CC2)nc2onc(C3CCNC3)c12 (centres undefined) | 0%[6.33 µM]
COc1ccc(C(=O)Nc2nc3c(s2)C[C@@H]2[C@](C)(CO)[C@H](O)CC[C@@]2(C)[C@@H]3CC(=O)NCc2ccccc2)cc1 | -16%
Cc1ccc(C(=O)N2CCN(C(=O)c3nnn4c3COC(c3ccc(Cl)cc3)C4)CC2)c(C)c1 (centres undefined) | -4%
O=C(NCCc1ccccc1F)c1ccc2nccn2c1 | -5%[176 µM]
CS(=O)(=O)N1CCCC(C(=O)N2CCN(c3ccccc3F)CC2)CCNC(=O)CC1 (centres undefined) | 28%
COc1cccc(CN2C(=O)NC(C)(C3CCN(Cc4ccc(C)o4)CC3)C2=O)c1OC (centres undefined) | 12%
COc1cccc(CNC(=O)c2cc(-c3ccncc3)cn2C)c1OC | 62%[activator]

Exported in CSV form: part of the list above.
Compound,12-LOX inh
COc1ccc(C(=O)N[C@@H]2CCC[C@@H]2C(=O)NCc2cccc(F)c2)cn1,3%
CN(CC1CCOCC1)C(=O)c1cccc(Cl)c1,47%[activator]

Further structures.
SMILES | 12-LOX inh
O=C(Cc1cccc(Cl)c1)N1CCC2(CN[S+](=O)([O-])c3cccnc3O2)C1 (centres undefined) | 0%[6.33 µM]
COC(=O)C1CN(Cc2ccccc2)CCS(=O)(=O)N1Cc1cn(Cc2ccccc2)nn1 (centres undefined) | ?
COc1ccccc1C(=O)N1CCC(n2cc(-c3nc(-c4ccccc4)no3)nn2)CC1 | 8%
Cc1ccc(CNC(=O)C2CCN(C(=O)c3nnn4c3COC(c3ccc(C)cc3)C4)CC2)cc1 (centres undefined) | -6%
Cc1cccc(CN2CCCC3(CCN(c4cc(C)c5ccccc5n4)C3)C2=O)c1 (centres undefined) | 63%[activator]
CCc1ccccc1NC(=O)N1C[C@@H](F)C[C@H]1C(=O)N1CCc2ccccc2C1 | 46%[activator]
Cc1c(C#N)c2ccccc2n1CC(=O)NC1CCOC2(CCOCC2)C1 (centres undefined) | 50%[activator]
O=C(NCCC1CCN(C(=O)Nc2ccccc2)CC1)c1ccccc1F | 8%
CCCCc1ccc(NC(=O)CN2C(=O)NC(c3ccccc3OCC)C3=C2COC3=O)cc1 (centres undefined) | -4%
O=C(Nc1cc(F)cc(F)c1)c1cnc(-c2ccc(F)cc2)nc1-c1ccncc1 | ?
CCN1c2cc(C(=O)Nc3cccc(C(=O)OC)c3)ccc2C(=O)N2CCCCCC21 (centres undefined) | 34%
CCCN(C)C(=O)c1csc(N2CCN(c3cccc(Cl)c3)CC2)n1 | 4%
COc1ccccc1C(=O)Nc1cccc(-c2nnc3n2CCCC3)c1 | 53%[activator]
O=C(C[C@H]1NC(=O)c2ccccc2NC1=O)Nc1ccc(N2CCOCC2)cc1 | 2%
C=CCNC(=O)N[C@H]1C[C@H]2C(=O)Nc3ccc(/C=C/c4ccc(OC)cc4)cc3C(=O)N2C1 | ?
O=S1(=O)c2c(cccc2N2CCSCC2)Oc2ccccc2CN1Cc1cn(Cc2cccc(C(F)(F)F)c2)nn1 | 5%
Cc1cc(=O)oc2cc(CN(C)CC(C)N3CCOCC3)ccc12 (centres undefined) | 36%[activator]
FC(F)(F)c1ccc(-c2noc([C@@H]3Cc4nc[nH]c4CN3Cc3cc4ccccc4o3)n2)cc1 | 29%
COc1ccc(CCNC(=O)C2(c3ccc(Cl)cc3)CCOCC2)cc1 | -18%[6.33 µM]
O=C(NC1CCc2n[nH]c(=O)n2CC1)c1cncc(Br)c1 (centres undefined) | 16%
COc1ccc(C)cc1NC(=O)c1c(OC)cc(=O)n2c1CCCC2 | 16%
c1cc(-c2cc(-c3ccncc3)c3cncn3c2)c2cc[nH]c2c1 | ?
CCCS(=O)(=O)N1CC[C@@H](CC(=O)O)[C@@H](CC2=NCCc3cc(OC)ccc32)C1 | ?
CCCCS(=O)(=O)N1CCC(C2CCNC2)CC1 (centres undefined) | 33%
CCOc1ccc(CC(=O)N2CCC(Cc3nc(-c4cnccn4)no3)CC2)cc1 | 8%
COc1ccccc1Oc1ncccc1CNC(=O)c1cccnc1C | 35%
OC(c1ccccc1)c1nc(Nc2ccc3c(c2)OCO3)n[nH]1 (centres undefined) | 10%[176 µM]
COc1cc(C(O)c2nc(C(=O)NCCN(C)C)cs2)cc(OC)c1OC (centres undefined) | ?
O=[S+]([O-])(c1cccs1)N1CCCN(c2nc3ncccc3o2)CC1 | 19%
CC(C)NC(=O)Nc1ccc([C@H]2OCC(=O)N(C)[C@@H]2CO)cc1 | 15%[176 µM]
CN1[C@H](CO)C[C@H](CNC(=O)c2cn(CCN)nn2)[C@@H]1c1ccccc1F | 22%
Cc1noc([C@H]2CCN(Cc3scnc3C)C[C@H]2NC(=O)C2CC2)n1 | 70%[activator]
CCN(CC)C(=O)[C@@H]1CCC[C@@H](NC2CCOCC2)CN(C)C(=O)C1 | 5%[176 µM]
CC(=O)N1CCN(c2cc(-c3noc([C@@H]4CCCN4Cc4ccc(N(C)C)cc4)n3)ccn2)CC1 | ?
CCc1noc([C@@H]2CC(F)(F)CN2C(=O)c2cocn2)n1 | 37%[activator]
O=C(O)[C@@H]1CN(Cc2ccccc2)C[C@@H]1C(=O)N1CCc2ccccc21 | -15%
Cc1ccc(CN[C@@H]2CO[C@H](CNC(=O)Nc3ccccc3)[C@H]2O)cc1 | ?
CN1C(=O)CCC2(CNC(=O)C3CCCC3)CCCC=C12 (centres undefined) | 12%
COc1ccc(-c2noc(-c3nc(C)no3)n2)c(OC)c1 | -3%
O=C1Nc2ccccc2C2(CCN(S(=O)(=O)c3cccc(C(F)(F)F)c3)C2)O1 (centres undefined) | -2%
Cc1ccccc1S(=O)(=O)N1CCCC(CCC(=O)NCCN(C)C2CCCCC2)C1 (centres undefined) | 12%
CC(=O)N1CC[C@H](c2nc3ccc(C#N)cc3[nH]2)C1 | 0%[176 µM]
CCN1c2cc(C(=O)N3CCCCC3)ccc2C(=O)N2CCCCCC21 (centres undefined) | 49%
CCOCC(=O)N1C[C@@H]2CCCN3CCC[C@@H]([C@H]23)[C@H]1CCCC(=O)NC | 40%[activator]
CCc1nc(NCCc2cc(OC)cc(OC)c2)c2cnn(C)c2n1 | 29%
O=C(NCc1ccco1)c1ccc2c(c1)N(C(=O)c1ccc(F)cc1)CC2 | 8%
COc1ccc(C2CC(=O)C(c3ccc(C(C)=O)cc3)=CN2Cc2ccccc2)cc1 (centres undefined) | -15%

Structures above that have an NH in an aromatic ring (twelve):
SMILES | 12-LOX inh
CCc1cccc2c(C(CC(=O)NCc3ccco3)c3ccc(OC)c(OC)c3)c[nH]c12 (centres undefined) | 1%
CCCc1ccc(S(=O)(=O)N2CCc3nc4cc[nH]n4c(=O)c3C2)cc1 | 27%
COc1cccc(-c2cc(C(=O)NCCc3cnc[nH]3)c3c(c2)N(C)CCO3)c1OC | 52%[activator][176 µM]
COc1ccc(-c2[nH]ncc2CN2CCCCCNC(=O)CC2c2ccccc2)cc1 (centres undefined) | 4%
COCCn1ccc2c(C3=CCOCC3)nc(-c3cccc4cn[nH]c34)cc21 | 10%[176 µM]
CN(Cc1cc2n(n1)CCNC2)Cc1nc2ccsc2c(=O)[nH]1 | 78%[activator]
O=C(Nc1nc2c(s1)CCCC2)C1CC(=O)N(c2n[nH]c3cccc(F)c23)C1 (centres undefined) | ?
FC(F)(F)c1ccc(-c2noc([C@@H]3Cc4nc[nH]c4CN3Cc3cc4ccccc4o3)n2)cc1 | 29%
O=C(NC1CCc2n[nH]c(=O)n2CC1)c1cncc(Br)c1 (centres undefined) | 16%
c1cc(-c2cc(-c3ccncc3)c3cncn3c2)c2cc[nH]c2c1 | ?
OC(c1ccccc1)c1nc(Nc2ccc3c(c2)OCO3)n[nH]1 (centres undefined) | 10%[176 µM]
CC(=O)N1CC[C@H](c2nc3ccc(C#N)cc3[nH]2)C1 | 0%[176 µM]
